# Screens deposited in PubChem by The Scripps Research Institute Molecular Screening Center.
# M1 ag = human M1 muscarinic receptor agonism | P11229 | CHO-K1 hM1, Fluo-8 calcium fluorescence, agonist mode; 0% DMSO, 100% acetylcholine EC100 | activation, % at 3 µM | 0.33% of 360,000 active;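 active means activation above the run's mean compound activation plus 3 SD, cut at about 16% in these data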;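 further: peak over basal fluorescence ratio within a 140 s kinetic read after compound addition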
# TAAR1 ag = human TAAR1 agonism. AID 624467. Q96RJ0. 0.99% of 360,000 active. activation, % at 3 µM. CHO RD-HGA16 TAAR1, Fluo-8 calcium fluorescence; vehicle wells 0%, saturating PEA agonist 100%;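 active means activation above the mean activation of all test compounds in the run plus 3 SD, cut at about 38% in these data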
# Target sequence (Q96RJ0 whole entry, looked up): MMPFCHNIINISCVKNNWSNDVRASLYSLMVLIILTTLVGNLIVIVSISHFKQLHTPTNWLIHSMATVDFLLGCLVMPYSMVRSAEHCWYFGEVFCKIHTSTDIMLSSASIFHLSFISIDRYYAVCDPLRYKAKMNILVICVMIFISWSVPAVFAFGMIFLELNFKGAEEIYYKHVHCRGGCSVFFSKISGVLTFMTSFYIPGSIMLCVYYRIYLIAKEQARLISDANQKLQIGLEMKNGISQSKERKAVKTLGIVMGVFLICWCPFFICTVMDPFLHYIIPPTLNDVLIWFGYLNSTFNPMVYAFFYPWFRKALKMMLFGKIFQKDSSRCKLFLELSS
#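 Assay system: CHO-derived RD-HGA16 cells with stable Gα16 and human TAAR1; timing: 17-24 h seeding, 75 min 37 °C dye, 30 min RT; read-out: % activation from peak over basal fluorescence ratio, DMSO-to-PEA scaled; measured by: kinetic Fluo-8 calcium fluorescence; benchmarks: low control DMSO, high control PEA (EC100); doses: 3 µM single concentration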
# M5 PAM = CHRM5 positive allosteric modulation; P08912; CHO-K1 hM5, Fluo-8 calcium, ACh EC20 PAM; 0% = ACh EC20, 100% = ACh EC100; activation, % at 3 µM; 0.3% of 360,000 active;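 active means activation above the run cutoff, the mean activation of all test compounds plus 3 SD, cut at about 18% in these data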
#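 Test system: CHO-K1 hM5 cells / Doses: single-point, 3 µM nominal / Times: Post-acetylcholine fluorescence recording 140 s / Technique: Fluo-8 calcium fluorescence / Measure: Max/basal fluorescence ratio as % of EC20–EC100 ACh window / Benchmarks: low control EC20 acetylcholine (0%), high control EC100 acetylcholine (100%) / Replicates: one well per compound, no replicates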
# CHRM5 antagonist = blocks acetylcholine activation of human M5 receptor. 0.59% of 360,000 active. inhibition, % at 3 µM. AID 624040. CHO-hM5 cells, Fluo-8 calcium fluorescence, ACh EC80. P08912;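 active means inhibition above a per-plate cutoff, the mean of that plate's test compounds plus 3 SD, cut at about 27% in these data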;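 further: 0% = acetylcholine EC80 with DMSO and 100% = DMSO without agonist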
# M5 ag = CHRM5 agonism in calcium assay | P08912 | AID 624037 | activation, % at 3 µM | CHO-K1 hM5 cells, Fluo-8 calcium fluorescence; 0% DMSO wells, 100% maximal acetylcholine response | 0.19% of 360,000 active;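 active means activation above the run's mean over test compounds plus 3 SD, cut at about 23% in these data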;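 further: signal is peak over basal fluorescence ratio across the kinetic read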
# CHRM1 PAM = potentiates human M1 receptor response to acetylcholine; P11229; CHO-K1 hM1, Fluo-8 calcium fluorescence, ACh EC20; 0% = ACh EC20, 100% = maximal ACh; activation, % at 3 µM; 0.088% of 360,000 active; in the data active means activation above about 19%, passing the limit was not always enough
# CHRM4 antagonist = CHRM4 antagonism in calcium assay. CHO-hM4 cells, ACh EC80, Fluo-8 calcium fluorescence. inhibition, % at 3 µM. 0.73% of 360,000 active;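 active means inhibition above its plate's cutoff, the mean inhibition of sample wells plus 3 SD, cut at about 27% in these data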;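 further: 0% = acetylcholine EC80 with DMSO and 100% = DMSO without agonist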
# Target sequence (P08173 whole entry, looked up): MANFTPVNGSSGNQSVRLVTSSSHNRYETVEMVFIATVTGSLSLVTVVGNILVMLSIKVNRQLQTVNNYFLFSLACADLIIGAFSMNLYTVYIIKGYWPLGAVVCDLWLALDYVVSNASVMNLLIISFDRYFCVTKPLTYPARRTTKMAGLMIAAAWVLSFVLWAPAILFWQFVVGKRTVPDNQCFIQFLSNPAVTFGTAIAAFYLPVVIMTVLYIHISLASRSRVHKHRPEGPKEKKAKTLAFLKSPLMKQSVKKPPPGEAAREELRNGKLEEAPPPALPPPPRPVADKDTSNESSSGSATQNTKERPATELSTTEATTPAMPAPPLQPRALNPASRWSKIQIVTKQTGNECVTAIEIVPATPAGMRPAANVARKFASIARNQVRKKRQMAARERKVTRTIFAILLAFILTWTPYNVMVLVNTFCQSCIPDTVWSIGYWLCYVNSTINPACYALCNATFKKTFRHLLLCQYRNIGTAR
# M4 ag = CHRM4 agonism in calcium assay; P08173; CHO-K1 hM4/Gqi5, Fluo-8 calcium fluorescence; vehicle 0%, full acetylcholine response 100%; activation, % at 3 µM; 0.14% of 360,000 active;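 active means activation above the run mean over all test wells plus 3 SD, cut at about 32% in these data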;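 further: peak over basal fluorescence ratio per well then scaled between controls; 0% = DMSO wells and 100% = acetylcholine at EC100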
# CHRM1 antagonist = blocks human M1 muscarinic receptor. CHO-K1 hM1, Fluo-8 calcium fluorescence, ACh EC80 antagonist. inhibition, % at 3 µM. 1.3% of 360,000 active. AID 588852. P11229;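 active means percent inhibition above its own plate's cutoff, namely the mean of that plate's compound wells plus 3 SD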;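 further: peak over basal fluorescence ratio during 140 s after agonist addition; 0% = ACh EC80 plus DMSO and 100% = DMSO alone without agonist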
# The depositor's hits bear a star; . = no result given. The list is partial (hit frequency here may not be typical).
Structure	M5 ag	M1 ag	CHRM1 PAM	M5 PAM	M4 ag	CHRM5 antagonist	CHRM1 antagonist	TAAR1 ag	CHRM4 antagonist
CCOC(=O)COc1ccc(S(=O)(=O)Nc2ccc3c(c2)OCCO3)cc1	15.9	9.8	-17.6	-10.6	12.9	7.1	16.8	23.4	7.2
CCN(c1ccccc1)S(=O)(=O)c1ccc(OC)c(OC)c1	-0.7	-5.9	-1.8	-1.7	1.0	-3.2	3.6	.	-0.5
COc1ccccc1CN(Cc1nc2ccccc2c(=O)[nH]1)C(=O)Nc1ccccc1	-1.6	-1.2	1.2	-12.2	6.9	3.0	-2.7	12.0	-11.0
O=C(O)C=Cc1c[nH]c2nccnc12	-0.6	-2.0	0.5	0.4	-0.4	-5.6	-11.2	3.0	-4.6
O=C(O)c1ccnc(C(=O)O)c1	3.8	-0.2	11.0	2.3	-0.3	-6.2	-8.1	4.0	-7.4
Cc1csc(NC(=O)Nc2ccccc2[N+](=O)[O-])n1	0.2	-4.7	5.2	7.0	2.7	-1.6	-2.7	2.6	0.5
O=C(CN1C(=O)CCSc2ccccc21)Nc1ccccc1	-3.9	-3.1	-1.4	-0.6	2.0	3.0	1.7	9.4	-8.6
O=C1OCC/C1=C1/NCCNC1=O	0.1	-1.5	4.6	0.9	0.0	-2.9	-14.1	0.5	-11.1
O=C(Cn1nc(-c2ccccc2F)ccc1=O)Nc1ccc(S(=O)(=O)N2CCCCCC2)cc1	0.9	-1.7	1.7	-4.0	1.9	8.8	-1.2	0.1	5.3
COc1ccc(C)cc1NC(=O)Nn1cnnc1	2.0	-3.6	1.0	-6.8	0.2	9.8	0.9	6.2	-8.8
O=C1NC[C@H](CCCCN2C[C@H](Cc3ccccc3)N(CCC3CCCCC3)C(=O)C2=O)N(CCC2CCCCC2)C1=O	-0.9	.	.	-5.4	1.1	2.8	.	-0.4	0.2
CCOC(=O)[C@H]1[C@H]2COc3ccccc3[C@@H]2N2C(=O)c3cc(OC)c(OC)cc3NC(=O)[C@@]12C	0.2	-2.8	7.9	1.1	1.4	10.6	-15.8	14.6	35.1*
CCc1nc2ccc(C(=O)NCCCN3CCCC3=O)cn2c1N(CC)C(=O)NCCc1ccccc1	-1.7	-7.2	-1.7	1.8	0.5	-9.2	1.0	1.8	1.7
CC#CCN1c2ccccc2[C@]23C[C@@H](C(=O)OC)N(C(=O)C4CCC4)C2=NC(C(=O)OC)=C(C(=O)OC)[C@H]13	-10.4	-10.7	-6.5	3.1	0.2	9.4	-4.2	0.9	2.3
COc1cccc(CCC(=O)Nc2cccc(S(=O)(=O)N3CCCC3)c2)c1OC	-1.8	-7.7	0.2	3.5	3.5	12.1	-3.2	1.6	1.4
CCc1nonc1NC(=O)c1oc2ccc(F)cc2c1C	-3.9	-3.5	0.1	1.1	0.2	0.2	-2.4	-4.1	1.0
O=C1CNC(=S)N1Cc1ccccc1	-2.8	-4.2	5.4	-1.0	0.9	-2.8	-0.5	1.4	-0.3
Cc1cccnc1NS(=O)(=O)c1ccccc1	-0.6	14.2	16.9	-1.2	1.9	-2.7	-9.3	3.0	-10.8
CCn1c(=N)n(CC(=O)c2cccc(OC)c2)c2ccccc21	-5.2	-5.1	-3.5	-3.3	-1.4	-0.9	-2.9	16.6	-2.2
CC[C@]12c3[nH]c4ccccc4c3CCN1C(=O)C(CC(=O)NCc1ccco1)C[C@@H]2C(=O)N1CCN(C(=O)C2CC2)CC1 (stereo partly drawn)	0.4	-5.0	9.2	-0.6	0.8	1.1	-10.5	0.9	-4.8
COC(=O)C[C@H]1CC[C@H](NC(=O)Nc2ccccc2F)[C@@H](CO)O1	1.4	.	.	-3.6	1.4	0.0	.	2.5	-3.0
Cc1ccc2nc(NC(=O)CCCC(=O)O)sc2c1	-2.9	1.1	2.7	7.0	0.8	3.6	5.7	1.7	3.1
CCc1c(C)c(C#N)c2nc3ccccc3n2c1NCCN(C)C	-2.7	-7.0	-0.4	-2.4	0.4	2.7	0.4	8.1	9.8
O=C(c1ccco1)c1cn(CC(=O)N2CCCCC2)c2ccccc12	0.7	-2.4	4.1	-6.5	3.4	3.4	0.2	11.9	1.6
CC1CC(C)CN(C(=O)c2cccc(S(=O)(=O)N3c4ccccc4CC3C)c2)C1 (stereo not drawn)	-2.2	-3.4	5.5	-0.7	0.0	0.0	-17.6	10.6	8.9
COc1cc(OC)cc(C(=O)OCC(=O)NCc2ccco2)c1	-1.7	-4.4	10.6	2.0	2.0	14.8	-8.9	11.1	-0.6
CCS(=O)(=O)c1nc(S(=O)(=O)c2ccc(C)cc2)c(N2CCN(CCO)CC2)s1	-5.9	-5.2	2.6	2.8	-0.2	4.1	-5.1	1.9	2.9
COc1cc(C(=O)NCCOc2cc(C)cc(C)c2)c(Br)c(OC)c1OC	-3.8	-4.7	-0.5	-6.3	-1.2	6.1	-34.3	7.9	0.9
COc1cc(OC)cc(C(=O)NCC(=O)OCC(=O)/C=C2/N(C)c3ccccc3C2(C)C)c1	0.1	-4.6	-3.3	-13.9	16.5	17.2	8.5	4.4	7.8
CC12CCC(=O)N1C(C(=O)OCc1c(Cl)cccc1Cl)CS2 (stereo not drawn)	-5.3	-8.1	-2.7	5.2	3.5	-5.8	2.0	-0.3	-3.2
CC(C(=O)Nc1ccc(C(F)(F)F)cc1)N(C)CC(=O)N1CCN(Cc2ccccc2)CC1 (stereo not drawn)	-1.6	0.9	8.8	6.0	5.3	3.1	-6.0	1.0	-9.4
O=C(CC1(CC2=NS(=O)(=O)c3ccccc3N2)CCCC1)NCCc1ccccc1	4.0	-5.5	-12.4	-10.9	15.4	8.2	17.1	28.1	12.6
COc1cc(C2c3cc4c(cc3C(O)C3COCC23)OCO4)cc(OC)c1OC (stereo not drawn)	6.6	3.9	14.6	11.7	0.4	14.3	-14.5	1.8	-3.8
CC(Sc1nnc(-c2cccs2)n1Cc1ccccc1)C(=O)NCc1ccc2c(c1)OCO2 (stereo not drawn)	1.9	-3.1	9.9	0.5	1.3	2.7	-9.2	16.2	2.4
CCNC(=O)C1(C)CCCN(CCOc2ccc(OC)cc2)C1 (stereo not drawn)	-0.7	-6.2	-4.3	-3.2	0.5	11.6	11.1	1.7	2.9
O=C(CNC(=O)c1ccc(Cl)cc1)Nc1ccccc1C(F)(F)F	1.0	-2.6	3.9	-4.6	0.0	15.1	-6.9	-0.8	-0.8
C=CCn1c(SCC(=O)c2ccc(Br)cc2)nnc1C(C)NC(=O)Cc1ccc(OC)cc1 (stereo not drawn)	-0.6	-3.7	1.2	1.5	0.4	-6.7	-10.1	.	-17.9
CN1CCN(c2ccc([N+](=O)[O-])cc2C(=O)N2CCOCC2)CC1	-1.8	-2.7	-1.9	-9.0	0.4	7.8	-20.5	12.3	-4.1
COC(=O)C1=C(C)N(CC(C)C)C(=O)C1	2.4	-3.4	6.5	4.5	-0.5	-9.1	8.4	4.7	-16.7
O=C(CCNC(=O)C1CCN(S(=O)(=O)c2ccccc2)CC1)Nc1cccc(C(F)(F)F)c1	-1.6	-1.8	2.2	-5.2	3.1	18.7	-1.5	3.4	-4.7
Cc1cc(Oc2ccccc2)nc(OCC#N)n1	-0.7	-0.7	1.0	-2.1	-0.3	1.2	-6.8	14.2	-1.4
NC(=O)CCN1CCN(S(=O)(=O)/C=C/c2ccccc2)CC1	-5.5	-4.1	1.9	-2.2	-0.5	7.6	-7.1	3.0	-18.7
NC(=O)c1ccc(NC(=O)CS(=O)(=O)c2cn(CC(=O)N3CCCC3)c3ccccc23)cc1	-2.7	-3.4	1.6	1.6	0.1	1.3	2.1	1.1	-0.1
CCC(=O)NC(=S)Nc1cccc(NC(=O)c2ccco2)c1	-0.5	-4.7	11.4	-5.2	1.1	6.7	-8.5	11.3	-2.1
CCSc1nc2ccccc2n1CC(N)=O	-0.9	-3.8	3.8	-3.8	0.3	-6.6	1.1	5.5	6.7
Cc1cccc(/C=C2\CCC(=C3SCCCS3)C2=O)c1	-3.7	-2.6	7.9	-4.4	0.0	0.6	-7.6	7.9	0.5
CCc1nnc(NC(=O)c2ccc(S(=O)(=O)N3CCCC3)cc2)s1	-0.4	-4.7	9.1	-3.3	1.5	9.7	-8.0	-2.2	0.0
N=c1c(C(=O)NCC2CCCO2)cc2c(=O)n3ccccc3nc2n1Cc1ccc(Cl)cc1 (stereo not drawn)	-6.7	-5.2	-8.6	-2.7	5.8	-0.2	9.3	-0.3	7.5
CCOc1ccc(C(C)=O)cc1CSc1nnc(-c2cccs2)n1CC1CCCO1 (stereo not drawn)	-9.5	-7.0	2.5	-4.0	1.4	1.3	-5.2	2.5	7.4
O=C(NCc1ccco1)C(=O)NCC1OCCCN1S(=O)(=O)c1ccc(F)cc1 (stereo not drawn)	-1.6	-5.0	3.7	-5.0	1.2	-2.1	-5.4	0.3	1.7
CCOC(=O)c1cnc2c(cnn2C)c1NCc1ccc(OC)cc1	-1.4	-5.0	-10.2	-21.1	20.5	18.0	22.6	-0.3	6.6
CCCCN(C(=O)COC(=O)c1sccc1C)c1c(N)n(CCC)c(=O)[nH]c1=O	0.2	0.5	4.1	-0.1	0.6	3.7	-10.6	0.2	6.0
COc1ccc(-c2ccc(=O)n(Cc3c(F)cccc3Cl)n2)cc1	-0.9	0.4	4.0	-0.5	6.1	-2.8	2.4	1.1	-11.9
C[C@@H]1Cn2cnc(C(=O)Nc3ccc(CNC(=O)OC(C)(C)C)cc3)c2C(=O)N1	0.2	6.9	21.7	1.1	1.8	-0.1	-10.0	2.6	-11.8
COc1ccc(-n2ncc(C(=O)N3CCN(c4ccc(F)cc4)CC3)c2C)cc1	-2.4	-2.2	2.5	-4.0	1.3	5.1	-4.7	9.7	-0.2
CCOC(=O)c1c(CN(CC)CC)oc2cc(Br)c(O)cc12	-1.7	-8.8	1.0	-3.8	3.1	2.4	7.9	-0.3	-14.4
Cc1cc(OCC(=O)NCc2ccncc2)c2c(C)cc(=O)oc2c1	-4.9	-2.8	0.5	-7.5	0.7	-0.2	-2.4	1.3	-28.9
Cc1ccccc1NC(=O)Cn1nc(C)c2ccccc2c1=O	-2.1	-5.1	8.8	3.3	0.5	3.2	-16.6	7.6	-3.5
Cc1cc(OCC(=O)N2CCN(c3ccccc3)CC2)c2c(C)cc(=O)oc2c1	-3.6	-1.5	2.9	-0.3	3.5	-9.8	-3.6	0.5	-9.7
CCCCCCCN1CCC(=O)N([C@H](CO)c2ccccc2)CC1	-11.3	-12.5	-5.7	1.4	1.4	2.1	5.6	6.2	14.3
